High-throughput results (PubChem)
HTRA1 inhibitor = inhibitors of human serine peptidase HTRA1 | recombinant HTRA1, FP-rhodamine activity-based probe, fluorescence polarization | inhibition, % at 5.96 µM | actives 0.5% (n = 340,000); in the data active = inhibition above about 36%;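 also: 0% = enzyme with DMSO and 100% = wells lacking enzyme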
Target sequence (Q92743 whole entry, looked up): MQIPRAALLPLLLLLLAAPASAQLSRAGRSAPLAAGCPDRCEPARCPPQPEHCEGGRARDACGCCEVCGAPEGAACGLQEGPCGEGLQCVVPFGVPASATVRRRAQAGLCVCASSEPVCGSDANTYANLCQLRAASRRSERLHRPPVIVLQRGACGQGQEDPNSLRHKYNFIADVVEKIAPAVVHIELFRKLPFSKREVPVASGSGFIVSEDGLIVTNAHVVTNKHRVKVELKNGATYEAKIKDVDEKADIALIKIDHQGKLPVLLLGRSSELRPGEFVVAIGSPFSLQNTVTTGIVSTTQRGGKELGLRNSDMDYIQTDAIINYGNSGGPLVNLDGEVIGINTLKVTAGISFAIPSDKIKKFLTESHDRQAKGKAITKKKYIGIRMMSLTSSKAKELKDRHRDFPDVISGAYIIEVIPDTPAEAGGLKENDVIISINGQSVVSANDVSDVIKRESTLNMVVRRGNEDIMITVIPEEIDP
ABHD4 inh = inhibitors of mouse ABHD4. purified mABHD4, FP-Rh probe fluorescence polarization. inhibition, % at 8.92 µM. actives 0.54% (n = 370,000). AID 720543;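 active = inhibition exceeding the mean over every tested compound plus 3 SD, cut at about 30% in these data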;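 also: 0% = plate median of compound wells and 100% = S159A mutant with DMSO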
Target sequence (Q8VD66 whole entry, looked up): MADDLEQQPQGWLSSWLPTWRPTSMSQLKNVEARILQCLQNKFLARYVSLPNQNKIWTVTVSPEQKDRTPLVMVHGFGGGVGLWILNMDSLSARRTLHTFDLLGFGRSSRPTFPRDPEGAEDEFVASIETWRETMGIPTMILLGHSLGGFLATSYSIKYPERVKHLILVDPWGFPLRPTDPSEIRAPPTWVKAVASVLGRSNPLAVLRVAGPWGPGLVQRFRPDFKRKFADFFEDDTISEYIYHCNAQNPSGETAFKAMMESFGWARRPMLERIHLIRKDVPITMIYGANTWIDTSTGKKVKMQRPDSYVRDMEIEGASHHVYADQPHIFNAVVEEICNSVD
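Assay system: Wild-type mouse ABHD4 protein | Medium: HEPES pH 7.0 buffer, 150 mM NaCl, 0.01% Pluronic F-127 | Incubation: Enzyme–compound pre-incubation 45 min, then probe 60 min, both 25 °C | Technique: Fluorescence polarization with parallel and perpendicular emission, 525/598 nm | Evaluation: % inhibition of FP-Rh probe binding versus controls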
ARFGAP1 inh = rat ARFGAP1 inhibition. inhibition, % at 16.5 µM. Arfgap1-stimulated ARF1 GTP hydrolysis, GDP FP detection. actives 0.26% (n = 360,000);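 active = inhibition above a per-plate limit, mean inhibition of low control wells plus 3 SD, cut at about 25% in these data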;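 also: 0% = DMSO wells with enzyme and 100% = wells lacking Arfgap1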
Target sequence (Q62848 1-136 limits assumed): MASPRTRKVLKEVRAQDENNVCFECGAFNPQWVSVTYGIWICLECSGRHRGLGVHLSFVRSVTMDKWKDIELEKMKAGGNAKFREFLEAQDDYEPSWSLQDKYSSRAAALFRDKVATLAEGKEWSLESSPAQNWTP
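Material: rat Arfgap1 catalytic domain, aa 1-136; also added: human ARF1(Δ1-17)-GTP substrate; compound dosing: one concentration, 16.5 µM, DMSO 1.26%; incubation: GTP hydrolysis reaction 2 h at 25 °C; measured by: Tracer-displacement fluorescence polarization with EDTA stop, 620/688 nm; evaluation: % inhibition from polarization; repeats: one replicate per compound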
ASAP1 GAP inh = ASAP1 ArfGAP inhibition; Q9ULH1; inhibition, % at 16.5 µM; ASAP1-stimulated ARF1 GTP hydrolysis, GDP FP detection; actives 0.19% (n = 360,000); in the data active = inhibition above about 25%;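 also: 0% = vehicle with enzyme and substrate and 100% = no enzyme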
PG9 Ab binder = small molecules binding HIV-1 gp120 antibody PG9; AID 624416; TR-FRET gp120-PG9 antibody binding; inhibition, % at 6.7 µM; actives 0.43% (n = 360,000); in the data active = inhibition above about 8.5%
SMARCA2 activ = SMARCA2 function activation, primary screen. MG213 cells, MMTV-luciferase reporter, dexamethasone, overnight. actives 1% (n = 370,000). AID 652017. activation, % at 9.1 µM; in the data active = activation above about 7.8%;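 also: 0% = vehicle wells and 100% = reference activator wells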
NR1D1 modulator = Rev-erb alpha (human) modulation. P20393. Rev-erbα–FITC-DNA binding, fluorescence polarization, 90 min. activity, % at 10 µM. actives 0.79% (n = 370,000);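 active = activity above about 14%, limit read from the data; passing the limit was not always enough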;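 also: 0% = DMSO wells with 35 nM protein and 100% = DMSO wells with 750 nM protein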
rCAG RNA binder = molecules binding r(CAG) RNA repeats; r(CAG) RNA repeat, TO-PRO-1 dye displacement fluorescence; inhibition, % at 3 µM; actives 1.3% (n = 370,000); AID 651821;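 active = inhibition above the plate cutoff, the mean of all test compounds on that plate plus 3 SD, cut at about 35% in these data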;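 also: 0% = DMSO alone and 100% = 100 µM mitoxantrone as full dye displacement; higher means more dye released from RNA so lower well fluorescence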
GC-A act = GC-A (human) enzyme activation. P16066. HEK293 GC-A cells, cGMP TR-FRET, EC30 ANP; 0% at EC30 ANP, 100% saturating ANP. activation, % at 10 µM. actives 0.14% (n = 370,000). AID 1671463; in the data active = activation above about 40%
GC-B act = GC-B (human) receptor activation. P20594. HEK293-GC-B cells, CNP EC30, cGMP TR-FRET; 0% at EC30 CNP, 100% saturating CNP. activation, % at 10 µM. actives 0.11% (n = 370,000);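 active = activation at 10 µM reaching about 35% in either raw or pattern-adjusted values, limit read from the data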
* = called active by the depositor; nt = no result given.

item	SMILES	HTRA1 inhibitor	ABHD4 inh	ARFGAP1 inh	ASAP1 GAP inh	PG9 Ab binder	SMARCA2 activ	NR1D1 modulator	rCAG RNA binder	GC-A act	GC-B act
1	COc1ccc(-c2nc(Cn3c(SCc4ccc(F)cc4)nc4ccncc43)c(C)o2)cc1OC	-11	-4	7	11	-3.6	-1	4	4	-4	0
2	O=C1CCc2cc(S(=O)(=O)N3CCN(Cc4ccc5c(c4)OCO5)CC3)ccc2N1	-4	1	-16	5	-1.1	-4	3	0	1	2
3	Cc1ccccc1Cn1cccc1/C=C1/C(=N)N2C=CSC2=NC1=O	-16	-17	4	1	1.1	-2	-5	15	-2	0
4	CC1=Nc2ccccc2N=C(NC(=O)CN2CCN(c3ccc(F)cc3)CC2)C1c1ccccc1 (stereo unspecified)	nt	-1	3	-3	-2.0	2	3	-2	-7	-3
5	CN(C)CCN(C(=O)c1ccc(S(=O)(=O)N(C)c2ccccc2)cc1)c1nc2cc3c(cc2s1)OCCO3	4	4	5	22	-0.3	8	-3	3	-3	0
6	COc1ccc(C2SCC(C(=O)NCc3ccc(F)cc3)N2C(C)=O)cc1 (stereo unspecified)	11	-6	-3	9	0.0	0	5	-1	-1	-3
7	Cc1cc(C)c(C)c(S(=O)(=O)N2CCN(C(=O)CNC(=O)c3ccco3)CC2)c1C	4	3	1	6	0.4	-5	1	-4	0	-1
8	COc1ccc(C(C(=O)NC(C)(C)C)N(Cc2ccco2)C(=O)CCC(=O)Nc2cc(C)on2)cc1 (stereo unspecified)	-6	-3	9	2	-1.5	1	5	-2	-7	-6
9	COc1ccc(S[C@]2(C(=O)N3CCOCC3)CC(=O)N(S(=O)(=O)c3ccc(F)cc3)[C@@H]2c2ccc(OC)cc2)cc1	nt	6	nt	nt	nt	-1	-2	12	-1	1
10	COc1ccc([C@H]2CC(=O)C=C(/C=C/Cc3ccccc3)C2)cc1	-27	-10	5	-1	-0.1	1	2	15	-2	10
11	COc1ccc(OC)c(-c2csc(NC(=O)Cc3ccccc3OC)n2)c1	-44	13	-8	3	-2.0	1	5	2	-2	-4
12	C=CCNC(=S)N/N=C/c1cn(-c2ccccc2)nc1-c1ccc(OC)cc1	-10	1	-9	9	-1.0	-1	2	6	35	42*
13	CCOC(=O)c1c(NC(=O)CSc2ncn[nH]2)sc(C)c1C	-3	3	9	-2	1.0	1	7	3	7	9
14	O=c1c2c(ncn2C2CCCC2)n(Cc2ccccc2)c(=O)n1CCOc1ccccc1	-7	-12	2	5	-1.3	-2	-2	-1	10	16
15	CC1CN(C(=O)c2ccc(Oc3ccccc3)cc2)CC(C)O1 (stereo unspecified)	10	2	4	8	-1.3	-5	1	-8	-7	2
16	O=c1c2c(n3nnnc3n1-c1ccccc1)-c1ccccc1CC21CCCC1	-2	-4	19	15	1.7	-1	-4	9	-2	0
17	CCOc1cc(OCC)cc(C(=O)N2CCC[C@H]2C(=O)N2CCC[C@H]2C(=O)NCc2ccccn2)c1	nt	2	18	10	0.7	-1	0	-1	2	5
18	CCN(Cc1ccccc1)C(=O)Cc1ccc(OC)c(S(=O)(=O)N2CCOCC2)c1	0	1	-6	-1	-0.6	0	-3	0	0	1
19	CNC(=O)Nc1ccc2nc(C)oc2c1	3	-6	10	3	-0.7	0	-3	-7	0	2
20	O=C(Nc1cccc(Br)c1)/C(=C\c1cccnc1)NC(=O)c1ccco1	-7	2	3	5	-1.0	-3	-1	4	0	-1
21	O=C(CCc1nnc2n(Cc3ccc(Cl)cc3)c(=O)c3ccccc3n12)NCCN1CCCC1	-8	3	4	7	-2.9	2	-5	4	3	4
22	Cc1ccc(S(=O)(=O)Nc2ccc(S(=O)(=O)Nc3cc(C)nc(C)n3)cc2)cc1	4	-9	0	8	-1.1	-6	1	3	1	5
23	CN1CCN(c2ccc(NC(=O)c3cc(S(N)(=O)=O)ccc3N3CCOCC3)cc2)CC1	2	0	4	3	-3.1	7	1	3	-3	-2
24	Cc1ccc(OCc2nnc(SCC(=O)Nc3ccc(S(=O)(=O)Nc4cc(C)nc(C)n4)cc3)n2Cc2ccco2)cc1	nt	-1	nt	nt	nt	-5	-2	38*	4	4
25	O=C(N1CCOCC1)N1c2ccccc2CC(N2CCOCC2)c2ccccc21 (stereo unspecified)	7	1	13	8	1.3	1	8	-7	-18	-19
26	COc1cc(C(=O)Nn2cnnc2)ccc1OC(F)F	5	0	0	6	-1.0	3	-3	-2	-4	3
27	CCN(CC)C(=O)CSc1nnc(SCc2ccc(Cl)cc2)s1	-2	-27	5	15	-2.1	-1	1	-1	0	1
28	COc1ccc(-n2nc(C(=O)NCC(=O)NCCCN3CCC(C)CC3)c3ccccc3c2=O)cc1Cl	-3	-2	5	-2	1.4	-3	-2	4	1	1
29	CC/C(=N\NC(=O)c1cccnc1)c1ccc2c(c1)OCCO2	-4	6	5	17	-1.6	0	-4	0	1	-1
30	O=C(COC(=O)c1cccc(S(=O)(=O)Nc2ccc(F)cc2)c1)NCCN1C(=O)CSC1=O	-5	7	6	-3	0.9	-1	1	4	0	0
31	CN(C(=O)c1ccc(NC(=O)Cc2ccc(NC(=O)C3CCN(C(=O)C4CCCC4)CC3)cc2)cc1)C1CCCC1	-9	1	6	4	-0.9	0	12	3	0	-1
32	CCOC(=O)C1=CCN(S(=O)(=O)c2cccc(Cl)c2)C1c1ccc(C)cc1 (stereo unspecified)	nt	-15	-1	-2	-0.1	-2	0	1	-4	-11
33	N#C/C(=C\c1ccc(N2CCOCC2)o1)C(=O)NC1CCCCC1	-7	-34	-6	3	-11	0	11	-28	0	-2
34	Nc1nnc(SCC(=O)Nc2nnc(-c3ccccc3)o2)s1	2	0	-16	3	-1.5	0	6	2	5	-1
35	COCCN1Cc2cc(C(=O)OC)c3c(c2C1=O)c1ccccc1n3S(=O)(=O)c1ccc(C)cc1	nt	-6	13	10	0.6	-5	3	17	-6	4
36	CC1=C(Sc2nc3ccccc3[nH]2)C(=O)NC(C)(C)C1	5	5	-12	8	0.5	-2	7	-4	-1	-3
37	O=C(Nc1cccc(S(=O)(=O)N2CCCC2)c1)[C@@H]1O[C@H](CO)[C@@H](O)[C@H]1O	nt	-4	-10	-20	1.5	-1	-3	1	2	7
38	Cc1ccc(C(=O)NCC(=O)N2CCCCCCC2)cc1	-8	-2	5	-1	-1.8	1	-6	3	4	-4
39	CNC(=S)N1C2CCCC1CC(NC(=O)c1ccc(C)cc1)C2 (stereo unspecified)	-8	2	-15	-6	-1.9	-1	4	-2	-2	0
40	C=Cn1cc[n+](CC(=O)c2ccc(C)cc2)c1	-5	5	-5	14	-1.7	1	0	-2	3	-6
41	Cc1cc(C)cc(N(CCC#N)C(=O)COC(=O)CNC(=O)c2sc3ccccc3c2Cl)c1	-36	-4	7	-2	0.5	-1	5	-2	-4	-5
42	Cc1cc(OCC(=O)N2CCOCC2)ccc1[N+](=O)[O-]	-2	5	12	-26	0.5	0	-9	-2	4	0
43	O=C(NCc1ccco1)c1cc2c(s1)CCCCC2	-6	-2	-9	-6	-1.1	4	-3	4	2	0
44	COC(=O)c1ccc(Cn2ccc3ccc(-c4ccc5ccn(Cc6ccc(OC)cc6)c5c4)cc32)cc1	nt	18	nt	nt	nt	-1	5	23	-3	-3
45	COc1ccc(OC)cc1	1	-3	1	10	2.1	-3	-6	-1	3	-13
46	COc1ccc(OC)c(CCNC(=O)CCn2nc(C)c3c(C)n(-c4ccccc4)nc3c2=O)c1	7	2	1	-8	-0.6	-2	2	-4	-13	-10
47	Cc1ccc(Sc2ncccc2COC(=O)Nc2ccccc2)cc1	-67	-33	3	-5	-2.6	0	4	5	-3	-1
48	Cn1nnnc1SCC(=O)N1CCCCC1	5	8	-8	-4	-1.1	0	-3	2	1	-2
49	CN1CCN(C(=O)CN(c2cccc(Br)c2)S(=O)(=O)c2ccccc2)CC1	-2	-4	-4	2	-1.5	-4	2	-8	-15	-11
50	C#Cc1ccc([C@H]2C=C(C(=O)NCc3nc4ccccc4[nH]3)O[C@@H](OCC)[C@@H]2CCCO)cc1	-40	-10	2	20	-2.1	1	4	7	-1	-9

3 records drawn at random from the list so far, as already listed:
item	SMILES	HTRA1 inhibitor	ABHD4 inh	ARFGAP1 inh	ASAP1 GAP inh	PG9 Ab binder	SMARCA2 activ	NR1D1 modulator	rCAG RNA binder	GC-A act	GC-B act
42	Cc1cc(OCC(=O)N2CCOCC2)ccc1[N+](=O)[O-]	-2	5	12	-26	0.5	0	-9	-2	4	0
47	Cc1ccc(Sc2ncccc2COC(=O)Nc2ccccc2)cc1	-67	-33	3	-5	-2.6	0	4	5	-3	-1
46	COc1ccc(OC)c(CCNC(=O)CCn2nc(C)c3c(C)n(-c4ccccc4)nc3c2=O)c1	7	2	1	-8	-0.6	-2	2	-4	-13	-10

Further compounds follow.
item	SMILES	HTRA1 inhibitor	ABHD4 inh	ARFGAP1 inh	ASAP1 GAP inh	PG9 Ab binder	SMARCA2 activ	NR1D1 modulator	rCAG RNA binder	GC-A act	GC-B act
51	O=C(OCCN1CCOCC1)c1ccc(O)cc1	3	1	7	-2	-3.3	-2	14*	-1	1	-9
52	O=C(O)CC/C(=N\NC(=O)c1ccccc1)c1cccs1	3	-4	-8	1	1.3	1	-6	-1	0	-2
53	O=C(NCC1CCCO1)c1ccc(COc2ccccc2)cc1 (stereo unspecified)	8	-3	-4	4	-1.7	0	0	-4	1	3
54	CC(=O)N1CCc2c(sc(NC(=O)c3ccc4c(c3)OCCO4)c2C#N)C1	-11	-7	16	-2	0.9	-1	1	11	-2	-3
55	Cc1cc(=O)[nH]c(N/N=C/c2cccc([N+](=O)[O-])c2)n1	nt	2	4	0	-1.1	-1	0	1	-2	-7
56	CCOc1ccc(NC(=O)CN(c2ccc(C)cc2)S(=O)(=O)c2c(C)nn(C)c2C)cc1	-3	6	-4	-3	-2.4	3	5	-6	-2	0
57	COc1ccc(N(C(=O)c2cccnc2)S(=O)(=O)c2cccs2)cc1	0	2	2	-2	0.1	0	9	1	-6	-4
58	COc1cccc(-c2cc(C(=O)N/N=C/c3ccc(OC)c(COC(C)=O)c3)c3ccccc3n2)c1	-59	-11	5	10	-0.4	0	2	17	3	-5
59	COc1ccc(NC(=O)CSc2nc(C)cs2)cc1OC	-9	6	-9	-15	0.5	1	3	-1	-3	-5
60	CC(=O)/C=C1\N(C)c2ccc(C)cc2C1(C)C	-30	-57	4	6	-0.4	-3	1	-3	2	2
61	COC(=O)C1=C(C(=O)OC)C(c2cc([N+](=O)[O-])ccc2O)c2sc(=O)[nH]c2S1 (stereo unspecified)	1	17	3	1	-1.2	-3	8	8	7	-6
62	COc1ccccc1N(C(=O)NCc1ccccc1)C1=NCC(C)S1 (stereo unspecified)	-13	3	-17	10	-1.3	0	2	-1	-3	-3
63	CC(=O)Nc1c(O)[nH]c2ccccc12	-2	5	3	2	-1.0	-2	-4	-3	4	-2

Structures listed above shown as hits in NR1D1 modulator.
No. | Compound | HTRA1 inhibitor | ABHD4 inh | ARFGAP1 inh | ASAP1 GAP inh | PG9 Ab binder | SMARCA2 activ | NR1D1 modulator | GC-A act | GC-B act
51 | O=C(OCCN1CCOCC1)c1ccc(O)cc1 | 3 | 1 | 7 | -2 | -3.3 | -2 | 14* | 1 | -9
